Source: PubChem BioAssay
TRPC6 inhibitor – blocks the mouse TRPC6 cation channel. Q61143. HEK293-TRPC6, membrane potential dye, ACh-evoked depolarization; hits give low values. B-score at 10 µM. 310,000 tested, 1.1% active. AID 2553;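 active = B-score under library mean minus 3 SD, initial fluorescence not abnormally high, positive integrated signal ratio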;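 also: B-score derived from integrated fluorescence ratio over the kinetic read; more negative B-score means stronger inhibition of depolarization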
Target sequence (Q61143 whole entry, looked up): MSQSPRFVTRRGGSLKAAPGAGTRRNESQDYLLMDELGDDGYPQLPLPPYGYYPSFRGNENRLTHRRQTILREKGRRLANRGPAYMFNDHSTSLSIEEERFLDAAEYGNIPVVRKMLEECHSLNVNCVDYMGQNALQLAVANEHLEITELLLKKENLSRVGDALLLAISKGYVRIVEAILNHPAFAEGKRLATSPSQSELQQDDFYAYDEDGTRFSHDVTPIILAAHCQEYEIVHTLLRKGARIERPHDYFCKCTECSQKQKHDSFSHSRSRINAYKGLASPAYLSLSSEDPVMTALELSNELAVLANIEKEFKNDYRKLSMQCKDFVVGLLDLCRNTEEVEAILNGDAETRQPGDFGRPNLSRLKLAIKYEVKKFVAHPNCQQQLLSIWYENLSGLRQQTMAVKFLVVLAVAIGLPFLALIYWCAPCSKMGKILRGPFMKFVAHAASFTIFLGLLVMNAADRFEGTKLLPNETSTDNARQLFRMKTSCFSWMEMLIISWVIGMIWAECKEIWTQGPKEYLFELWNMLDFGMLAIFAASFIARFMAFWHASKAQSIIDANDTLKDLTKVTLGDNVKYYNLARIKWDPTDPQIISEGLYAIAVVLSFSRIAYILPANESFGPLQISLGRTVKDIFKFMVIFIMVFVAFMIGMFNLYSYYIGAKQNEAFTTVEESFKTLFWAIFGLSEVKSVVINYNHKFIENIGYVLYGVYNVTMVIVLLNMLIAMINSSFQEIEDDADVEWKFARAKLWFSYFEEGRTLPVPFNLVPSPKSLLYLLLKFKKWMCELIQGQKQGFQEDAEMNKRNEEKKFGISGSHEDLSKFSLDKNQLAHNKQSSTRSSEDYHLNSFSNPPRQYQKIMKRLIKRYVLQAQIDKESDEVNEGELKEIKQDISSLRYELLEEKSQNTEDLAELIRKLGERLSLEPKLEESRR
RGS4 block – human RGS4 inhibition; P49798; HEK293 M3R/RGS4 inducible, Fluo-4 calcium flux; hits give high values; triggered by carbachol at its EC20; B-score at 10 µM; 310,000 tested, 0.45% active; AID 463165;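 active = B-score, a plate-corrected calcium signal, over three deviations above library mean, with baseline fluorescence within five deviations of library mean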;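 also: RGS4 expression induced by doxycycline in cells with stable M3 receptor; B-score is computed from the integrated fluorescence ratio over baseline after carbachol; higher B-score means a larger calcium signal and so more RGS4 inhibition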
Target sequence (P49798 whole entry, looked up): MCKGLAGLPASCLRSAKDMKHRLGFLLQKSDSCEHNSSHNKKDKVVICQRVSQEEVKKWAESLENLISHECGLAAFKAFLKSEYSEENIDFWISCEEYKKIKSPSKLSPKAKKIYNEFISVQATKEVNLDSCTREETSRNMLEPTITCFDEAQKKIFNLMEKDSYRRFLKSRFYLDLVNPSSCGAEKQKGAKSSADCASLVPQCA
TRPC6 act – activators of mouse TRPC6 channel; HEK293-TRPC6 membrane potential dye fluorescence; hits give high values; B-score at 10 µM; 310,000 tested, 0.13% active; AID 2550;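 active = B-score of the integrated fluorescence ratio above library mean plus 3 SD, and starting fluorescence ratio within library mean plus 5 SD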;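 also: higher score means more depolarization so channel activation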
MrgX1 antag – antagonists of human MrgX1 receptor; Q96LB2; MRGX1-HEK293 calcium flux, Fluo-4, BAM8-22 antagonism; hits give low values; B-score at 10 µM; 310,000 tested, 1.3% active;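 active = calcium-response B-score plate-corrected more than 3 library SD below zero, starting fluorescence within 5 deviations, no agonist response on first addition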;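 also: peak minus trough fluorescence over baseline after final BAM8-22 challenge near maximal dose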
MrgX1 PAM – allosterically activates human MrgX1 receptor signaling; Q96LB2; MrgX1-HEK293, Fluo-4 calcium flux, FDSS; hits give high values; B-score at 10 µM; 310,000 tested, 0.63% active; AID 588675;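 active = plate-corrected calcium response at least 3 library SD above typical, normal starting fluorescence, not activating the receptor alone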;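 also: compound read alongside a low EC10 to EC30 dose of BAM8-22 agonist; peak minus trough fluorescence over baseline measured at the second addition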
HDAC3 inh – blocks human histone deacetylase 3; recombinant HDAC3, fluorogenic peptide/trypsin coupled, fluorescence; 320,000 tested, 0.15% active; O15379; AID 2718; inhibition, % at 8.3 µM; in the data active = inhibition above about 26%, passing the limit was not always enough; inconclusive = no clear call, values can overlap the other calls
ANO1 activ – activates or potentiates the mouse TMEM16A chloride channel | AID 623877 | 340,000 tested, 0.3% active | HEK293 TMEM16A/YFP-H148Q/I152L, iodide quench fluorescence; hits give low values | B-score at 10 µM | Q8BHY3;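 active = fluorescence-ratio B-score plate-corrected deviation score at least 3 library SD below zero, with starting fluorescence score within 5 deviations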;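 also: channel opened by trigger with iodide after compound preincubation; score built on the fluorescence ratio of max minus min over baseline; more negative score means more quench and so TMEM16A activation or potentiation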
SKKanGAS inh – inhibitors of SKKanGAS S. pyogenes growth in kanamycin (SK-promoter or general growth effect); 300,000 tested, 1.3% active; BacTiter-Glo, 6 h; inhibition, % at 7.5 µM; AID 1662;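 active = mean replicate score, as percent of positive control median, at least 50; inconclusive = mean below 50 but one replicate at or above 50; inactive = mean and every replicate below 50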;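 also: strain carries kanamycin resistance gene driven by streptokinase promoter and grows in 40 µg/ml kanamycin; loss of luminescence reflects streptokinase promoter inhibition or plain growth inhibition; 0% = median of DMSO wells and 100% = positive control at its reference dose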
RGS4 act – RGS4 potentiation or activation | AID 463111 | HEK293 M3R/inducible RGS4, carbachol calcium flux Fluo4; hits give low values | B-score at 10 µM | 310,000 tested, 0.92% active;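 active = B-score of the integrated calcium signal more than 4 SD below the library mean, with starting fluorescence not abnormally high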;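 also: negative B-score means reduced calcium response which marks RGS4 activation or potentiation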
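Reagent: ECmax carbachol challenge; Test system: M3R-expressing HEK293 line, RGS4 induced by doxycycline; Schedule: overnight RGS4 induction, 30 min dye load 37 °C, 20 min compound RT; Detection: calcium dye Fluo4 fluorescence; Read-out: Agonist-evoked peak-minus-minimum fluorescence over baseline, integrated ratio, B score.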
TMEM16A inh – blocks the mouse calcium-activated chloride channel TMEM16A; AID 588511; Q8BHY3; 310,000 tested, 1.2% active; HEK293 TMEM16A/YFP iodide influx fluorescence, ionomycin; normalized B-score (activity score, 25-100; higher = stronger inhibition) at 10 µM;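 active = ratio plate-corrected score three or more library SD toward inhibition, starting fluorescence score within five deviations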;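 also: score derived from kinetic fluorescence span divided by baseline fluorescence per well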
MrgX1 ag – activates human MrgX1 receptor signaling; 310,000 tested, 0.44% active; B-score at 10 µM; Q96LB2; MrgX1-HEK293 cells, Fluo-4 calcium fluorescence, agonist mode; hits give high values;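 active = calcium response B-score plate-corrected fluorescence ratio at least 3 library SD, with starting fluorescence B-score inside 5 SD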
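System – MrgX1-expressing HEK293 cells · Incubation – cells plated overnight, dye loaded 0.5 h 37 °C, 0.5 h room temperature · Technique – kinetic Fluo-4 NW fluorescence of intracellular calcium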
* marks the source's active call; other numbers are inactive results; i = inactive; ? = inconclusive; . = no result given.

SMILES	TRPC6 inhibitor	RGS4 block	TRPC6 act	MrgX1 antag	MrgX1 PAM	HDAC3 inh	ANO1 activ	SKKanGAS inh	RGS4 act	TMEM16A inh	MrgX1 ag
O=C(NCC(c1ccco1)N1CCN(c2ccccc2)CC1)C(=O)NC1CC1 (stereo not drawn)	i	i	i	i	i	-17.1	i	-0.8	i	i	i
COc1ccc(OC)c(NC(=O)N[C@H](Cc2ccccc2)C(=O)NN)c1	i	i	i	i	i	-1.6	i	0.1	i	i	i
CCn1ccnc1CN1CCN(CC=C(C)C)C(CCO)C1 (stereo not drawn)	i	i	i	i	i	0.8	i	-13.8	i	i	i
COc1nsnc1NS(=O)(=O)c1ccc(NC(=S)NC(=O)c2cccnc2)cc1	i	i	i	i	i	0.2	i	3.7	i	i	i
Cn1nnnc1SCC(=O)Nc1cc(S(=O)(=O)N2CCCC2)ccc1Cl	i	i	i	i	i	-2.1	i	-1.5	i	i	i
Cc1cc(/C=C2\SC(=S)NC2=O)c(C)n1C	i	i	i	i	i	8.9	i	30.1	i	i	i
CN(Cc1cccc(Cl)c1)C(=O)C1CCN(C(=O)Nc2ccccc2)CC1	i	i	i	i	i	4.0	i	-3.6	i	i	i
O=C(CCC(=O)N1CCCCCC1)NCc1ccc(F)cc1	i	i	i	i	i	-12.6	i	0.2	i	i	i
CCOc1cc(/C=N/N2CCN(Cc3ccccc3)CC2)ccc1O	i	i	i	i	i	-2.6	i	-6.1	i	i	i
CCc1cc(C(=O)c2ccc(OC)cc2)c(NC(=O)COCC(=O)O)s1	i	i	i	i	i	5.2	i	-1.9	i	i	i
CN1C(C(=O)Nc2cccc(O)c2)=CC(c2cccs2)=NS1(=O)=O	i	i	i	i	i	5.5	i	3.1	i	i	i
CC(C)CCN1CCN(C2CCN(c3ccccc3)CC2)CC1CCO (stereo not drawn)	i	i	i	i	i	-0.4	i	2.6	i	i	i
O=C(CNCCC1=CCCCC1)Nc1ccccc1N1CCCCCC1	i	i	i	i	i	6.8	i	?	i	25*	i
CCCC(C)NC(=O)c1ccccc1SC (stereo not drawn)	i	i	i	i	i	1.8	i	0.0	i	i	i
CCOC(=O)/C=C(\C)Sc1cc(=O)oc2ccccc12	i	i	i	i	i	5.4	i	-9.3	i	i	i
O=C(NNC(=O)c1ccccc1Cl)c1csc(N2CCOCC2)n1	i	i	i	i	i	-1.1	i	-4.1	i	i	i
Cc1cc(OCC(=O)Nc2ccccc2F)nc(C(C)C)n1	i	i	i	i	i	-4.3	i	-5.7	i	i	i
Nc1c(S(=O)(=O)c2cccc(Cl)c2)c2nc3ccccc3nc2n1CCN1CCOCC1	i	i	i	i	i	-0.6	i	8.8	i	i	i
Cc1nc2ccc(S(=O)(=O)N(C)CC(=O)N3CCc4ccccc43)cc2s1	i	i	i	i	i	-1.8	i	5.1	i	i	i
CCOC(=O)CC1COCCN1C(=O)CCc1nnc(-c2ccsc2)o1 (stereo not drawn)	i	i	i	i	i	-8.9	i	-2.1	i	i	i
COc1ccc(C(=O)CN2C(=O)NC3(CCCCCC3)C2=O)c(OC)c1	i	i	i	i	i	6.6	i	16.6	i	i	i
COc1ccc(C(C)(C)C)cc1NC(=O)c1ccc2ncsc2c1	i	i	i	i	i	10.8	i	-16.0	i	i	i
CCCc1nnc(NC(=O)CCC(=O)N2CCN(Cc3ccccc3)CC2)s1	i	i	i	i	i	-2.8	i	-7.9	i	i	i
CC(CCc1ccccc1)NC(=O)CN1C(=O)NC2(CCCCC2)C1=O (stereo not drawn)	i	i	i	i	i	0.8	i	12.4	i	i	i
O=P(c1ccccc1)(c1ccccc1)c1nc(-c2ccccc2)oc1N1CCOCC1	i	i	i	i	i	1.7	i	1.8	i	i	i
CC(=O)Nc1ccc(S(=O)(=O)NCCSCc2c(Cl)cccc2Cl)cc1	i	i	i	i	i	1.9	i	3.6	i	i	i
Cc1ccc(NS(=O)(=O)c2c(C(=O)N3CCCCCC3)c(C)n(C)c2C)cc1C	i	i	i	i	i	-4.5	i	-4.2	i	i	i
COCCN(C(=O)Cc1cccs1)C(C(=O)NCc1ccc(OC)cc1)c1ccccc1 (stereo not drawn)	i	i	i	i	i	-0.4	i	-6.7	i	i	i
CCOc1ccc(C2/C(=C(\O)c3ccc4c(c3)OCCO4)C(=O)C(=O)N2CCN2CCOCC2)cc1OC (stereo not drawn)	i	i	i	i	i	4.7	i	.	i	i	i
Nn1c(-c2ccccc2)nc2ccccc2c1=O	i	i	i	i	i	1.6	i	5.2	i	i	i
Nc1ccc2nc(Cc3ccccc3)[nH]c2c1	i	i	i	i	i	3.9	i	-1.3	i	i	i
COc1ccc(N2CCN(C(=O)c3ccc4ccccc4n3)CC2)cc1	i	i	i	i	i	2.4	i	0.1	i	i	i
Cc1nc(SCC(=O)Nc2ccc3c(c2)OCCO3)c2oc3ccccc3c2n1	i	i	i	-7.5*	i	-7.3	i	13.9	i	i	i
COc1ccc2c(c1OC)C(=O)OC2CC(=O)c1ccc(N(C)C)cc1 (stereo not drawn)	i	i	i	i	i	-0.6	i	-0.1	i	i	i
O=C(CSc1nnc(-c2ccco2)o1)NC(=O)Cc1ccccc1	i	i	i	i	i	5.0	i	4.7	i	i	i
O=C(Nc1ccc(Cl)c(Cl)c1)Nc1ccccc1NS(=O)(=O)c1cccs1	i	i	i	-7.26*	i	10.4	i	24.5	i	100*	i
CN(C(=O)CSc1nc2c(c(=O)[nH]1)CCC2)c1ccccc1	i	i	i	i	i	-2.6	i	10.7	i	i	i
CCC(c1nnnn1C(C)(C)C)N1CCN(C(=O)c2ccco2)CC1 (stereo not drawn)	i	i	i	i	i	-1.9	i	-1.2	i	i	i
CC1CCN(CCNC(=O)C2CCN(S(=O)(=O)c3cccc4nsnc34)CC2)CC1	i	i	i	i	i	5.7	i	0.3	i	i	i
COC(=O)c1cc(S(=O)(=O)N(C)C2CCCCC2)oc1C	i	i	i	i	i	2.9	i	-3.2	i	i	i
CCOC(=O)N1CCN(CC(O)COc2ccccc2C(C)C)CC1 (stereo not drawn)	i	i	i	i	i	9.7	i	.	i	i	i
C/C(CC(=O)Nc1cccc(Cl)c1C)=N\NC(=O)C(=O)NCC(C)C	i	i	i	i	i	1.9	i	1.0	i	i	i
Cc1cc(F)ccc1NC(=O)C(C)n1c2ccccc2c2nc(=O)cc(C)n21 (stereo not drawn)	i	i	i	i	i	2.5	i	1.0	i	i	i
CCOC(=O)c1c(C)nc2ccccc2c1-c1ccccc1	i	i	i	i	7.6*	4.7	i	-1.0	i	i	i
COc1ccc2c(c1)Cc1sc(NC(=O)c3ccco3)nc1-2	i	i	i	i	i	1.4	i	18.9	i	i	i
O=C(C1CCCCN1S(=O)(=O)c1ccccc1[N+](=O)[O-])N1CCCC1 (stereo not drawn)	i	i	i	i	i	-3.2	i	0.6	i	i	i
CN/C=C1\C(=O)C(C)(C)Oc2ccc3ccc(=O)oc3c21	i	i	i	i	i	4.4	i	-16.5	i	i	i
Cc1nnc(NC(=O)CSc2ccc3nnc(-c4ccccn4)n3n2)s1	i	i	i	i	i	-3.4	i	3.1	i	i	i
Cc1cc(C)c2c(N)c(C(=O)N/N=C/c3ccccc3)sc2n1	i	i	i	i	i	-9.1	i	8.6	i	i	i
O=C(CCc1ccccc1)Nc1nc2nc(-c3ccccc3)cc(=O)n2[nH]1	i	i	i	i	i	6.0	i	16.6	i	i	i
CC1CCCN(c2nc3c(c(=O)[nH]c(=O)n3C)n2Cc2ccccc2Cl)C1 (stereo not drawn)	i	i	i	i	i	5.9	i	0.3	i	i	i
CCN(CC)C(=O)CSc1nc(N)c(-c2ccccc2)c(=O)[nH]1	i	i	i	i	i	1.5	i	-4.0	i	i	i
COc1ccc(C(C)=O)c2c1OCCO2	i	i	i	i	i	-7.5	i	4.3	i	i	i
COc1ccc(-c2noc(CNC(=O)c3ccc4c(c3)OCO4)n2)cc1	i	i	i	i	i	-4.3	i	-0.1	i	i	i
Cc1csc(=O)n1CC(=O)OCC(=O)Nc1cc(Cl)ccc1[N+](=O)[O-]	i	i	i	i	i	9.3	i	20.9	i	i	i
O=C(COc1ccc(Br)cc1)Nc1ccc(NC(=O)c2ccccc2)cc1	i	i	i	i	i	-1.8	i	-1.3	i	i	i
CN(Cc1ccccc1)c1ccc(S(=O)(=O)N2CCOCC2)cn1	i	i	i	i	i	-0.3	i	-1.0	i	i	i
COc1ccc(-c2[nH]ncc2CN2CCC(C(=O)c3ccc(F)cc3)CC2)cc1	i	i	i	i	i	.	i	-3.2	i	i	i
Cn1c(N)c(S(=O)(=O)NCc2ccc(F)cc2)c(=O)n(C)c1=O	i	i	i	i	i	-9.6	i	-3.5	i	i	i
Cc1cc(C)c(C(=O)COc2cccnc2[N+](=O)[O-])cc1C	.	.	.	i	i	10.6	i	.	.	i	i

(continued)
SMILES	TRPC6 inhibitor	RGS4 block	TRPC6 act	MrgX1 antag	MrgX1 PAM	HDAC3 inh	ANO1 activ	SKKanGAS inh	RGS4 act	TMEM16A inh	MrgX1 ag
O=C(O)CCCC(=O)Nc1ccccc1C(=O)O	i	i	i	-6.44*	i	2.7	i	13.1	i	i	i
C#CC(CC)(CC)NC(=O)/C=C/C(=O)O	i	i	i	i	i	-4.2	i	9.7	i	i	i
CCn1c(=O)c([N+](=O)[O-])c(NCCc2ccc(OC)c(OC)c2)c2ccccc21	i	i	i	i	i	3.0	i	0.9	i	i	i
C[n+]1c2n(c3ccccc31)N=C(c1cc(C(C)(C)C)c(O)c(C(C)(C)C)c1)CS2	i	i	i	-8.65*	i	8.2	i	22.0	-13.4*	100*	i
CC(C)(C)N=C1NN=C(c2ccc(S(=O)(=O)N3CCCCC3)cc2)CS1	i	i	i	i	i	.	i	-2.9	i	i	i
COc1ccc(S(=O)(=O)NC(C)C(=O)Nc2cccc(C(C)=O)c2)cc1 (stereo not drawn)	i	i	i	i	i	1.3	i	0.5	i	i	i
O=C(c1ccsc1)N1CCCC(N2CCN(c3ccccc3F)CC2)C1 (stereo not drawn)	i	i	i	i	i	0.4	i	14.1	i	i	i
Cc1ccc(C(=O)OC(C)C(=O)NCc2ccc3c(c2)OCO3)cc1S(=O)(=O)N1CCOCC1 (stereo not drawn)	i	i	i	i	i	-3.0	i	-3.7	i	i	i
O=C1Cc2ccccc2Sc2cc(OCCCN3CCCCC3)ccc21	i	i	i	i	i	-2.8	i	-3.1	i	i	i
CCOc1ccc(-c2ccc(SCC(=O)N3CCOCC3)nn2)cc1	i	i	i	i	i	4.9	i	-5.8	i	i	i

No enrichment for hits; 6.7% or so of the library scored in one or more.
